Screening data: PubChem BioAssay, several laboratories
CDK5 p35 inh: blocks human CDK5/p35 kinase activity; Recombinant CDK5/p35, ADP-Glo luminescence, 60 min; inhibition, % at 10 µM; 330,000 tested, 0.01% active;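 active = highest replicate inhibition of at least 50% and at least 75% of replicates reaching 50%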;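 also: plate controls were DMSO neutral control for no effect and GW8510 at 10 µM for full effect; many of its hits are not listed in these tables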
dFosB activator: mouse delta FosB homodimer activation | P13346 | purified delta FosB, TAMRA-CDK5 oligo fluorescence polarization; percent of positive-control signal above neutral wells | 340,000 tested, 0.99% active | activation, % at 25 µM | AID 493131;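 active = mean activation above about 17%, with every replicate also reaching it, limit read from the data, passing the limit was not always enough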;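 also: fluorescence polarization rise as delta FosB binds a TAMRA Cdk5 AP-1 oligo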
Target sequence (P13346 whole entry, looked up): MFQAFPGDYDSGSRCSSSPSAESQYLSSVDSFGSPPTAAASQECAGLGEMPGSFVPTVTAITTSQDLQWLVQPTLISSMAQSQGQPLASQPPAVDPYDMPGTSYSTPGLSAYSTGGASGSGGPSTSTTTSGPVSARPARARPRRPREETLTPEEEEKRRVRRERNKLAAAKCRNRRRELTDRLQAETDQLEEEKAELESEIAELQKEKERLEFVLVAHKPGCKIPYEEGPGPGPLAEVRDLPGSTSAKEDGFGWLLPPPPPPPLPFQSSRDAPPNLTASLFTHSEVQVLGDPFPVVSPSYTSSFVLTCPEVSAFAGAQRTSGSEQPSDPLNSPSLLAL
Keap1 Nrf2 FP: disrupts human Keap1 binding to Nrf2 peptide; Keap1 Kelch-Nrf2 peptide fluorescence polarization, 1536-well; inhibition, % at 9.4 µM; 340,000 tested, 0.15% active; AID 504523; in the data active = inhibition above about 12%;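 also: human Keap1 Kelch domain with fluorescein labeled Nrf2 9mer peptide probe; 0% = neutral control wells and 100% = peptide positive control; higher means more block of Keap1 binding to Nrf2 peptide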
RTF Ca sens inh: cardiac RTF calcium desensitization; 340,000 tested, 0.12% active; inhibition, % at 7.15 µM; IANBD-labeled cardiac RTF, Ca2+ fluorescence;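 active = inhibition above the mean inhibition of all tested compounds plus 3 SD, cut at about 17% in these data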;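 also: assay run at fixed EC70 calcium of 1.6 mM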
NSD2 inh: inhibitors of human histone methyltransferase NSD2. 310,000 tested, 0.54% active. AID 743445. inhibition, % at 12.5 µM. NSD2 peptide methylation, AlphaScreen, 120 min. O96028; in the data active = inhibition above about 50%
PvdQ acylase: P. aeruginosa PvdQ acylase inhibition. purified PvdQ acylase, fluorescence plate reader. inhibition, % at 10 µM. 340,000 tested, 0.063% active. AID 488965; in the data active = inhibition above about 30%, passing the limit was not always enough;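 also: 0% = vehicle neutral wells and 100% = reference inhibitor wells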
LANA DNA inh: inhibitors of KSHV LANA C-terminal domain DNA binding; MBP-C-LANA/FAM-LBS DNA binding, fluorescence polarization; 340,000 tested, 0.078% active; inhibition, % at 9 µM; AID 504423;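 active = highest replicate inhibition at or above 60% at 9 µM, even if other replicates fall short; inactive = all replicates below 60% inhibition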;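 also: 0% = neutral control wells and 100% = 4 µM acridine orange control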
Mot1-301 SUMO: SUMOylation pathway inhibition by Mot1-301 growth rescue | 320,000 tested, 1% active | growth rescue, % at 18.8 µM | AID 2716 | S. cerevisiae Mot1-301 growth rescue, ATP luminescence, 38.5C; percent above DMSO median, 100 means doubled;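 active = every valid replicate shows activation above 250% relative to neutral control wells; inactive = the rest, any valid replicate at or below 250%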;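 also: OY570 slx delta 5 strain wells were the positive control but not used for scaling; some compounds called inactive have numbers as strong as hits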
cardiac RTF act: increases calcium sensitivity of human cardiac regulated thin filaments. IANBD-labeled TnC RTF fluorescence at EC20 calcium; 0% EC20 calcium, 100% full calcium. 340,000 tested, 0.24% active. P19429+P45379. activation, % at 7.2 µM;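 active = activation above the mean over all tested compounds plus 3 SD, cut at about 30% in these data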;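 also: rise in fluorescence read as greater calcium sensitivity of cardiac thin filaments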
Rtt109 HAT inh: inhibitors of Candida albicans Rtt109/Vps75 histone acetyltransferase; 330,000 tested, 0.16% active; inhibition, % at 34.9 µM; AID 540336; purified Rtt109/Vps75, ThioGlo CoA-SH fluorescence, 4 h; Q5AAJ8;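 active = inhibition of at least 50% in every replicate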
Target sequence (Q5AAJ8 whole entry, looked up): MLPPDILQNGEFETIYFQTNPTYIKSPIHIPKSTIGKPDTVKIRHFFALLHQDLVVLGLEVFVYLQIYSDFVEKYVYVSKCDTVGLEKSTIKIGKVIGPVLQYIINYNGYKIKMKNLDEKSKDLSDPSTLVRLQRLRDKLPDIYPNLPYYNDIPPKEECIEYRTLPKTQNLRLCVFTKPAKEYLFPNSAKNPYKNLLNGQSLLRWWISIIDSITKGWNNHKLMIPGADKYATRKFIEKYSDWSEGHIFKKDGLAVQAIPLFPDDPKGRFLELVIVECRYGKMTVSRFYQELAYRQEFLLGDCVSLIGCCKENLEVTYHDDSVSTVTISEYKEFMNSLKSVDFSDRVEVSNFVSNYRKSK
PfHsp90 set2: growth inhibition of yeast expressing Plasmodium Hsp90; 310,000 tested, 0.32% active; S. cerevisiae expressing PfHsp90, BacTiter-Glo ATP, 48 h; yeast lacking PDR1 and PDR3 efflux regulators; AID 504621; inhibition, % at 9.4 µM;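 active = every replicate shows inhibition above about 80%, whatever the replicate mean, limit read from the data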;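 also: 0% = DMSO neutral controls and 100% = 20 µM radicicol positive controls; yeast relying on Plasmodium falciparum Hsp90 in place of its own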
An asterisk follows results filed as active; · = no result given. Hits appear at their usual frequency; any-hit rate near 3.2%.

canonical_smiles,CDK5 p35 inh,dFosB activator,Keap1 Nrf2 FP,RTF Ca sens inh,NSD2 inh,PvdQ acylase,LANA DNA inh,Mot1-301 SUMO,cardiac RTF act,Rtt109 HAT inh,PfHsp90 set2
CCCOc1ccc(C(=O)ON=C2CCN(C)CC2)cc1,-1.4,4,-4,-12,2,1,-0.1,47,6,25,-5
COC(=O)c1cc(-c2cccc(OC)c2)c2c(=O)[nH]c(=O)n(C)c2n1,2.0,-12,-7,0,-1,-6,-3.3,12,6,-1,17
COc1cc(NC(=S)N(C)CCC#N)c(OC)cc1Cl,-0.6,-6,-3,-2,-6,0,2.0,26,13,8,9
O=C(NCN1CCCCC1)c1cnccn1,-0.6,-5,1,-7,-2,-18,-3.2,2,2,-10,6
COc1cc(Br)cc(CN2CCN(C=O)CC2)c1O,1.4,3,2,-9,7,-16,0.2,-7,5,4,-16
O/N=C/c1ccc2cccc(O)c2n1,1.3,3,1,-3,4,3,-1.1,151,-4,5,-2
COc1ccc(CNC(=O)CN(Cc2ccco2)C(=O)CNS(=O)(=O)c2ccc(C)cc2)cc1,-0.9,-12,3,-7,2,-12,-0.8,-1,-8,9,9
Cc1ccc2c(c1)C(=O)C(=O)N2CC(=O)Nc1ccc(N2CCOCC2)cc1,0.5,1,1,-3,-1,-16,0.3,-3,-1,6,·
CCCc1nc2c([nH]1)C(c1cccnc1)C(C#N)=C(N)O2 (centres undefined),-0.5,0,1,1,-4,-23,-1.0,7,1,-6,-12
O=C1Cc2ccccc2C(=O)N1c1ccc(F)cc1Cl,-1.0,-10,-3,-13,15,-14,2.3,76,-1,4,0
O=C(Nc1ccc(S(=O)(=O)N2CCCCC2)cc1)c1ccc(Cl)nc1,0.7,-7,0,5,1,-4,1.2,20,-1,5,·
COc1ccc(OC)c(-c2cc(C(=O)NC3CCCC3)c3ccccc3n2)c1,-2.0,-8,-5,-6,-4,-11,2.7,-6,0,7,-10
CC(C)(C)OC(=O)N1CCC2(CC1)Oc1ccc(F)cc1C(=O)C21CC(c2ccccc2)=NO1 (centres undefined),-1.6,1,-2,-1,·,7,-1.1,11,0,-2,·
CC(=O)Nc1ccc(C(=O)CSc2nnc3scc(-c4ccccc4)n23)cc1,-0.1,-6,-1,-4,7,-5,-0.2,-9,-4,-3,3
CCCCCOc1ccc(NC(=O)C2OC3OC(C)(C)OC3C3OC(C)(C)OC23)cc1 (centres undefined),-0.1,-2,3,1,-1,-12,1.4,-3,1,-14,3
Cc1ccc2nc(N3CCN(C)CC3)c(C#N)cc2c1,-0.2,-4,3,-5,1,-10,-2.2,10,9,-15,·
COCCNC(=O)CSc1nc2ccc(N3CCOCC3)cc2c(=O)n1Cc1ccc(OC)cc1,0.1,-14,-1,-2,0,7,-0.7,2,2,-13,7
Cc1ccc(S(=O)(=O)NC(=O)Nc2ccc(C)cc2C)cc1,1.1,2,-6,-5,-1,-10,-1.1,8,-2,-14,7
Nc1nc(-c2ccccc2)cc(-c2ccccc2)n1,2.8,-13,-1,-3,-6,10,-0.6,3,-1,-1,-10
O=C(CN1C(=O)CCC1=O)Nc1nc(-c2ccccn2)cs1,-0.5,-1,-2,-7,·,-10,-0.1,109,-6,-3,-8
Oc1ccccc1N1CCN(c2ncnc3scc(-c4ccc(F)cc4)c23)CC1,0.1,-3,-4,-7,-1,-10,-0.5,-7,-5,7,15
Cc1cccc(CNC(=O)C2CCC(=O)N(C3CC3)C2)c1 (centres undefined),1.0,3,-3,5,-4,-10,0.3,-7,2,2,-12
COc1ccc(S(=O)(=O)NCc2ccccn2)c(C)c1C,-0.4,8,-7,0,0,-11,-1.2,3,4,7,-33
CCC(C)N1CCC(Oc2ccc(C(=O)NCc3ccccn3)cc2)CC1 (centres undefined),3.4,-1,2,3,5,0,16,-2,0,6,-4
O=C(CCn1c(=O)[nH]c2ccccc2c1=O)NCCSCc1ccccc1,0.2,0,2,9,-3,-10,1.0,14,2,-41,-7
Cc1cccc(C(=O)O/N=C(\N)c2ccc(Cl)cc2)c1,-0.5,-3,0,2,-2,11,0.2,86,-3,0,0
S=C1NC[C@H](CC2CCCCC2)N1CC1CCCCC1,1.0,-1,-4,-6,·,0,-0.6,-2,-4,4,16
CC1CCN(c2c(NCC3CCC(C(=O)NC4CCCCCC4)CC3)c(=O)c2=O)CC1 (centres undefined),0.3,-8,-6,-21,-3,-11,0.5,2,2,0,28
O=C(C/C(=N/O)c1ccccc1O)C(F)F,-1.1,-9,-2,-3,·,-10,-1.5,·,2,-7,-4
CNCC(O)Cn1c(C(F)(F)F)nc2ccccc21 (centres undefined),-1.5,4,-5,-2,22,-4,1.1,-25,-3,-11,15
CN(Cc1ccccc1)Cc1nc2c([nH]1)c(=O)[nH]c(=O)n2C,-2.3,4,0,1,-5,0,0.7,5,-3,-2,8
COc1cccc(NC(=O)COC(=O)c2c(C)noc2C)c1,-2.7,-3,-7,0,-5,-4,-1.7,10,1,-1,-25
Clc1ccc(C2=NCCn3nc4ccccc4c32)cc1,0.1,-8,-1,-6,·,7,1.2,-15,5,1,-30
Cc1ccc(C(=O)Cn2ncsc2=N)cc1,0.2,0,-1,-4,1,-5,0.7,-5,-1,5,·
Nc1ncnc(Nc2cc(Cl)cc(Cl)c2)c1[N+](=O)[O-],-0.3,6,-1,-6,-3,9,-2.5,4,-4,-3,-24
COc1cc2c(cc1OC)-c1cc(NC3CC3)nc(=O)n1CC2,-1.4,-2,-4,-17,-3,-15,-1.8,0,1,-5,-7
N#C/C(=C(/O)COC(=O)CCc1ccc(S(=O)(=O)N2CCOCC2)cc1)c1nc2ccccc2[nH]1,0.5,-8,1,-12,-9,-5,3.5,73,9,3,-17
C/C(=N\NC(=O)c1ccc(N/N=C(\C)c2ccncc2)cc1)c1ccncc1,0.3,1,-7,5,5,-11,1.9,-10,4,-5,73
Cc1cccc(NC(=O)C2CC(=O)OC23CCCC3)c1 (centres undefined),0.6,-4,-4,3,2,-13,2.4,-31,0,1,14
CCc1nc(Nc2ccccc2)c2oc3ccccc3c2n1,-0.6,3,-3,-3,-2,-10,-0.3,·,-1,2,·
CC(=O)N(C1CC(C)C(C#N)(C#N)C1(C#N)C#N)N(C)C (centres undefined),1.3,2,-22,2,2,5,2.1,10,-1,-16,·
CCN(CC)CCCNC(=O)CNC(=S)N(CCCN1CCOCC1)Cc1cccs1,-3.6,-3,-6,-11,6,-18,-0.1,3,5,9,10
CCc1cccc(C)c1NC(=O)C(c1ccc(O)cc1)N1CCC1=O (centres undefined),-0.1,-3,-6,-13,1,-10,-2.6,1,4,6,-11
Fc1ccccc1N1CCN(c2ncnc3nc[nH]c23)CC1,0.8,-9,-1,-8,-6,-7,3.6,13,7,7,45
CC(=O)NC1C(Oc2cccc(C)c2)OC2COC(c3ccco3)OC2C1O (centres undefined),-0.3,2,-5,6,-3,-12,1.3,-6,4,-9,21
Cc1ccc(CS(=O)Cc2ccc(C(=O)NCc3ccc(OC(C)C)cc3)o2)cc1 (centres undefined),-3.2,-11,-3,27*,-2,-8,1.6,236,3,-4,18
CC1CN(C(=O)c2ccccc2OCc2ccccc2Cl)CC(C)O1 (centres undefined),1.3,-1,1,-2,29,-8,-0.2,2,-1,-6,13
CC(=O)NC(=S)NNC(=O)C(c1ccccc1)c1ccccc1,0.0,-5,-3,-1,0,-2,0.0,·,0,6,-8
O=C(Nc1ccc(Cl)cc1)C1=Cc2cc(Cl)ccc2OC1,-0.4,5,4,-14,-1,-5,-0.4,-9,4,5,-17
COc1ccc(-n2c(SCC(=O)NC3CC3)nc3ccccc3c2=O)cc1OC,-7.9,-4,-2,-4,-2,-10,0.4,2,0,-2,3
O=C(Nc1ccc(Br)cc1C(=O)O)c1ccc2c(c1)C(=O)N(Cc1ccccc1)C2=O,-2.3,-9,0,1,1,-5,3.1,-3,-4,7,·
CC(OC(=O)CN1C(=O)NC2(CCCC2)C1=O)C(=O)Nc1cccc(Cl)c1 (centres undefined),-0.8,1,-2,-1,-3,-12,-0.4,-4,-4,0,24
CCOC(=O)c1ccc(NC(=O)C2COc3ccccc3O2)cc1 (centres undefined),-0.6,-8,0,-5,-4,-23,0.7,-3,4,1,5
COc1ccc(-c2cc3c(nn2)-c2ccccc2C3=O)cc1,8.3,-3,0,-5,-5,-9,-1.1,-43,4,-4,40
CC1OC(OC2C(CO)OC(OCC3OC(OC(=O)[C@@]45CCC(C)(C)C[C@@H]4C4=CC[C@@H]6[C@@]7(C)CCC(OC8OCC(O)C(O)C8OC8OC(C)C(O)C(O)C8O)[C@@](C)(CO)C7CC[C@@]6(C)[C@]4(C)CC5)C(O)C(O)C3O)C(O)C2O)C(O)C(O)C1O (some centres undefined),-0.4,-6,-6,5,·,-5,0.0,·,-6,-7,-8
O=C(Cc1ccccc1[N+](=O)[O-])NCCCc1ccccc1,1.0,3,-6,-7,1,13,-0.9,-9,-4,-3,0
CCOC(CNC(=O)c1cccn2c(=O)c3cc(Cl)ccc3nc12)OCC,-1.7,-16,-3,-5,-14,-5,-2.0,66,-2,-9,-26
COc1ccc(NC2CCCN(C(=O)CN3C(=O)c4ccccc4C3=O)C2)cc1OC (centres undefined),-1.9,-12,2,-11,8,-5,-0.3,-4,1,0,-4
Cc1ccc(S(=O)(=O)N2CC=C(c3c(C)n(C)c4ccccc34)CC2)cc1,-0.7,11,-2,-25,-1,-15,0.4,-14,7,-7,-5
Cc1c(F)cccc1NS(=O)(=O)c1ccc2c(c1)n(C)c(=O)c(=O)n2C,-0.6,0,-5,4,1,-1,-2.2,22,-5,-1,-2

(further entries)
canonical_smiles,CDK5 p35 inh,dFosB activator,Keap1 Nrf2 FP,RTF Ca sens inh,NSD2 inh,PvdQ acylase,LANA DNA inh,Mot1-301 SUMO,cardiac RTF act,Rtt109 HAT inh,PfHsp90 set2
O=c1cnnc(Nc2ccccc2)[nH]1,1.2,0,2,-4,-4,2,-1.6,2,2,·,-16
CCOC(=O)C1=C(C)N(CC)C(=S)NC1c1ccc(Cl)cc1 (centres undefined),-0.2,-7,-5,-6,0,-11,1.0,-12,-7,-3,-3
NC(=O)CC(NC(=O)Cc1ccc(Br)cc1)c1ccc(NC2CCCC2)c([N+](=O)[O-])c1 (centres undefined),-0.4,2,-4,0,·,0,1.2,-1,4,2,·
COc1ccc(NC(=O)c2cccc(S(=O)(=O)N3CCOCC3)c2)cc1,0.3,2,7,-16,-1,6,-2.3,126,-1,-4,16
COc1cc(OC)cc(OC(=O)C2CCN(S(=O)(=O)c3ccc(OC)c(OC)c3)CC2)c1,-1.1,-2,-10,-14,1,-24,-2.8,-7,6,1,-15
